# KAT2A inh: blocks human GCN5L2 histone acetyltransferase; GCN5L2 HAT assay, ThioGlo1 CoA-SH fluorescence; Potency, µM (series often up to 58.9 µM), inactives show top-dose activity change, negative = inhibition, hits mostly inhibitors; 0.21% of 390,000 active; AID 504327; active = well fitted inhibition curve with a large enough effect; inconclusive = small, poorly fitted or top-dose-only effect, or another doubt; inactive = no such curve, though single readings can be large or run the other way
# Target sequence (Q92830 whole entry, looked up): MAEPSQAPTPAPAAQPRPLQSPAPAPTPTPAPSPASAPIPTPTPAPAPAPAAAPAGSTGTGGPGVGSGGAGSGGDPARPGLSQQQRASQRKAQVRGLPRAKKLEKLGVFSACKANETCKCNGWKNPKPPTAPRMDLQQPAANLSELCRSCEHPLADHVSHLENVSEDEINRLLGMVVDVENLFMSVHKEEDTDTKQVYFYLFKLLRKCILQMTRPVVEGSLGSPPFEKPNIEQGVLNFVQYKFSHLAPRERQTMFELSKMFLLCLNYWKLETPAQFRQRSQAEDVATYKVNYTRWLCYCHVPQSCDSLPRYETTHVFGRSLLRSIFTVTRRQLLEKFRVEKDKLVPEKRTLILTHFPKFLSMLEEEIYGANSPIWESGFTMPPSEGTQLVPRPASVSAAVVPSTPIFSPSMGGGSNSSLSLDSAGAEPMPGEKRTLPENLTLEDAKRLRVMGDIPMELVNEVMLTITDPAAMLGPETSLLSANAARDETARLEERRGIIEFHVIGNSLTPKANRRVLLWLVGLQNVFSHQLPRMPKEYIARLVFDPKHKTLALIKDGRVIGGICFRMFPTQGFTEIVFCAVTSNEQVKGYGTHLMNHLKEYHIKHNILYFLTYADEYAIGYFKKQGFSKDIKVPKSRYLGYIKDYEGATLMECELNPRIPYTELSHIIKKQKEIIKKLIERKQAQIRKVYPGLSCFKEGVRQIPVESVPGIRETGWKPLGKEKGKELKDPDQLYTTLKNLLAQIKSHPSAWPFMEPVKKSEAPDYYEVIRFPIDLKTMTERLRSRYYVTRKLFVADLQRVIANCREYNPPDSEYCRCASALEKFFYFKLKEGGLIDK
#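 Free CoA generated was detected with ThioGlo1 (50uM) fluorescence at Ex340nm/Em540nm, read immediately and after 20 min at room temperature. Enzyme, 20 nM in HEPES pH 7.5 buffer, saw compounds 15 min before adding 75uM H3(1-25) peptide and 70uM acetyl-CoA.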
# * marks the source's active call; other numbers are inactive results; ? = inconclusive; & = joins results of further samples; [ ] = remark or other dose. % is scaled to controls: 0 for no effect and ±100 for the full control effect; potency is read from the fitted curve at half-maximal effect. A portion of the library; rates above refer to the full screens.
SMILES,KAT2A inh
Cc1ccc(NC(=O)Cn2cnc3sc(C(=O)NCCN(C)C)c(C)c3c2=O)cc1Cl,-4%
CCCC[C@]12Cc3cc(C#N)ccc3C(O1)c1c(c3cc(F)ccc3oc1=O)O2,-26%[12.7 µM]
Cn1c(=O)c2c(ncn2CC(=O)N/N=C/c2c[nH]c3ccccc23)n(C)c1=O,2%
COC(=O)c1c(C)nc(C)c(C(=O)OC)c1-c1ccccc1[N+](=O)[O-],-8%
O=C(CSc1nnnn1-c1cccc(Cl)c1)Nc1ccc2c(c1)CCC2,0%
CN(C)c1nc(N(C)C)nc(N(C#N)CN2C(=O)c3ccccc3C2=O)n1,-2%
O=C(NC1CCCCC1)C(c1cc2c(cc1[N+](=O)[O-])OCO2)N1CCCCC1 (stereo not drawn),0%
C=CC[C@@H]1C=C[C@H](O/N=C/c2ccc(C(=O)N3[C@H](c4ccc(C)cc4)[C@@H](C)CC[C@H]3C(=O)OC)cc2)[C@@H](CO)O1,-13%
COc1ccc(C(C)N2CC34C=CC(O3)C(C(=O)OCC(C)C)C4C2=O)cc1 (stereo not drawn),-4%
C[n+]1ccccc1/C=N\O,-9%[21.4 µM]
COc1ccc(OC)c(NC(=O)C2CCCN(S(=O)(=O)c3ccc4c(c3)CCCC(=O)N4)C2)c1 (stereo not drawn),-1%
COc1cccc(NC(=O)c2cc3cccc(OC)c3o/c2=N\O)c1,6%
Cc1cc(C)nc(NC(=O)c2ccc3c(c2)OCO3)c1,-6%
CCN(CC)CCN1C(=O)C(=O)/C(=C(/O)c2ccc(C)cc2)C1c1ccncc1 (stereo not drawn),-7%
COc1ccc2c(c1)CCC1C2CC[C@@]2(C)C1CC[C@@H]2NCCCCCCN1C(=O)C=CC1=O (stereo partly drawn),-15%
CCN(CC)c1ccc2cc(C(=O)NCc3ccc(F)cc3)c(=N)oc2c1,?
COc1ccc([C@]23Cc4cc(C#N)ccc4[C@H](O2)c2c(cc(C)n(Cc4ccccc4)c2=O)O3)cc1,-5%[12.7 µM]
CCCCOc1ccc(CNC(=O)c2ccc(-c3nc(CN4CCc5ccccc54)c(C)o3)cc2)cc1,-4%
CC(N)COC(=O)C(CCCCN)NC(=O)Cc1c(-c2ccc3ccccc3c2)[nH]c2c1ccc1ccccc12 (stereo not drawn),-12%
C[C@]12CC[C@H]3c4ccc(O)cc4CC[C@@H]3[C@H]1CC[C@@H]2OC(=O)CCC1CCCC1,-15%
COc1ccc2o/c(=N/NC(=S)Nc3ccccc3)c(C(N)=O)cc2c1,-1%
CCn1cc(C(=O)N/N=C(/C)c2ccc(F)cc2)c(=O)c2cc(F)c(N3CCCC3)cc21,-22%
COc1ccc(-c2ccc(CNCc3ccccn3)o2)cc1Cl,-7%
NC(C(=O)O)C(O)c1ccc(O)c(O)c1 (stereo not drawn),14µM*
CC12CN3CC(C)(CN(C1)C31C(=O)N(Cc3ccccc3)c3ccccc31)C2=O (stereo not drawn),0%
Cc1nc(SCc2nc3c(F)cccc3[nH]2)c2oc3ccccc3c2n1,-1%
CC1OC(OC2C(OC3C(O[C@H]4CC[C@]5(C)C6C=C[C@]78OC[C@@]9(CC[C@@H](C)[C@H](C)C97)[C@H](O)C[C@@]8(C)[C@]6(C)CC[C@H]5C4(C)C)OC(C)C(O)C3O)OC(CO)C(O)C2O)C(O)C(O)C1O (stereo partly drawn),-5%
COc1ccccc1NC(=O)C1=C(C)NC(SCC(=O)c2ccc(C)cc2)=C(C#N)C1c1ccco1 (stereo not drawn),-26%
CN1CCN(c2ccc([N+](=O)[O-])cc2/C=N/NC(=O)c2cccc([N+](=O)[O-])c2)CC1,-1%
CCCC[C@]12Cc3cc(C#N)ccc3C(O1)c1c(cc(C)n(-c3ccccc3)c1=O)O2,-4%[12.7 µM]
COc1cc(-c2noc(CCC(N)=O)n2)cc(OC)c1OC,2%
CCC(NC(=S)NC1CCCCC1)c1ccc(C)cc1 (stereo not drawn),-2%
CC1NC(=O)c2ccccc2-n2c1nc1cc(F)ccc1c2=O (stereo not drawn),3%
COc1ccc2c(c1)cc(CNc1ccc(OC)c(OC)c1)c(=O)n2CC(=O)Nc1ccccc1C,0%
Cc1nc2ccccc2c2c1C(=O)NC2=O,2%
CC(c1ccccc1)n1c(NCCCn2ccnc2)nc2c1c(=O)[nH]c(=O)n2C (stereo not drawn),-3%
Cc1ccc(S(=O)(=O)C(C#N)c2nc3ccccc3nc2N2CCCCC2)cc1 (stereo not drawn),-15%
CC(=O)Nc1ccc(/C=C/C(=O)c2ccccc2)cc1,-11%
CN1C2CCC1/C(=C\c1ccccc1Cl)C(=O)/C2=C\c1ccccc1Cl,-4%
CC(C)(C)C(=O)/C(C#N)=c1\s/c(=C\c2ccncc2)c(=O)n1CCCN1CCOCC1,-1%
O=C(COC(=O)/C=C/c1ccc(Br)o1)Nc1ccc2[nH]c(=O)[nH]c2c1,?
O=C(NNc1nc(N2CCOCC2)nc(N2CCOCC2)n1)Nc1ccc(Cl)cc1,-6%
COc1ccccc1-n1c(=O)n(C)c2c(C(N)=O)nc(-c3cccc(OC)c3OC)nc21,-3%
C[C@]12CC[C@@H]3c4ccc(O)cc4CC[C@H]3[C@@H]1C[C@H](O)C2O (stereo partly drawn),-10%
COc1ccc2oc(=O)c(C(=O)NCCc3c(C)[nH]c4ccc(C)cc34)cc2c1,-8%
O=C(Cc1ccccc1)N/N=C/c1ccccc1F,10%
Cn1c(=O)c2c(nc(SCC(=O)N3CCc4ccccc43)n2Cc2ccccc2)n(C)c1=O,-8%
O=C(Nc1ccc(Cl)cc1)/C(=C/c1ccc([N+](=O)[O-])cc1)c1nc2ccccc2s1,-7%

# Shown with values ahead of the structure: part of the list above
KAT2A inh,structure
-15%,C[C@]12CC[C@H]3c4ccc(O)cc4CC[C@@H]3[C@H]1CC[C@@H]2OC(=O)CCC1CCCC1
-1%,COc1ccc2o/c(=N/NC(=S)Nc3ccccc3)c(C(N)=O)cc2c1
-22%,CCn1cc(C(=O)N/N=C(/C)c2ccc(F)cc2)c(=O)c2cc(F)c(N3CCCC3)cc21
-7%,COc1ccc(-c2ccc(CNCc3ccccn3)o2)cc1Cl
14µM*,NC(C(=O)O)C(O)c1ccc(O)c(O)c1 (stereo not drawn)
0%,CC12CN3CC(C)(CN(C1)C31C(=O)N(Cc3ccccc3)c3ccccc31)C2=O (stereo not drawn)
-1%,Cc1nc(SCc2nc3c(F)cccc3[nH]2)c2oc3ccccc3c2n1
-5%,CC1OC(OC2C(OC3C(O[C@H]4CC[C@]5(C)C6C=C[C@]78OC[C@@]9(CC[C@@H](C)[C@H](C)C97)[C@H](O)C[C@@]8(C)[C@]6(C)CC[C@H]5C4(C)C)OC(C)C(O)C3O)OC(CO)C(O)C2O)C(O)C(O)C1O (stereo partly drawn)
-26%,COc1ccccc1NC(=O)C1=C(C)NC(SCC(=O)c2ccc(C)cc2)=C(C#N)C1c1ccco1 (stereo not drawn)
-1%,CN1CCN(c2ccc([N+](=O)[O-])cc2/C=N/NC(=O)c2cccc([N+](=O)[O-])c2)CC1
-4%[12.7 µM],CCCC[C@]12Cc3cc(C#N)ccc3C(O1)c1c(cc(C)n(-c3ccccc3)c1=O)O2
2%,COc1cc(-c2noc(CCC(N)=O)n2)cc(OC)c1OC
-2%,CCC(NC(=S)NC1CCCCC1)c1ccc(C)cc1 (stereo not drawn)
3%,CC1NC(=O)c2ccccc2-n2c1nc1cc(F)ccc1c2=O (stereo not drawn)

# The list goes on.
SMILES,KAT2A inh
N#Cc1c(Cl)nc(SCc2ccccc2)nc1-c1ccccc1,-26%
N#Cc1c(Nc2cccc(F)c2)sc(C(=O)c2ccc(Cl)cc2)c1N,0%
N#CC(C#N)=Cc1ccccc1OCc1ccccc1,-3%
Cc1cc(C)c2c(=O)n(CC(=O)N3CCC(Cc4ccccc4)CC3)sc2n1,2%
C[C@@]12C=Cc3occc3C1CC[C@@]13C[C@@H](CCC12)[C@@](O)(CO)C3 (stereo partly drawn),15%
O=C(CSCc1ccco1)c1ccc(Cl)s1,-9%
Cc1ccc2nc3c(cc(C(=O)NCc4cccnc4)c(=N)n3C(C)C)c(=O)n2c1,5%
O=C1c2ccccc2NC(c2ccc(-c3cccs3)o2)N1O (stereo not drawn),-4%
COC(=O)CSc1nc2sc3c(c2c(=O)n1-c1ccccc1C)CC(C)(C)OC3,-7%
COc1ccc(N(CC(=O)NCCSC2CCCCC2)S(=O)(=O)c2ccccc2)c(OC)c1,?
COc1cc([C@@H]2c3cc4c(cc3[C@@H](O)[C@@H](CO)[C@@H]2CO)OCO4)cc(OC)c1O[Si](C)(C)C(C)(C)C,?
NS(=O)(=O)c1nn2cc(-c3ccccc3)nc2s1,0%
c1cncc(CNc2ncnc3ccc(-c4ccc5c(c4)OCCO5)cc23)c1,-13%&-6%
Oc1ccc(COC2CCCC2)c2cccnc12,-9%
O=C(Sc1nnnn1C1CCCCC1)c1cccs1,-6%
COc1ccc(S(=O)(=O)N2CCCCCC2)cc1C(=O)OCC(=O)Nc1cc(C)on1,-1%
Oc1ccc(COc2cccc3ccccc23)c2cccnc12,-15%
CCn1ccc2cc(S(=O)(=O)N3CCCN(C(=O)Nc4ccc(C)cc4)CC3)ccc21,10%
Cc1ccc2oc(-c3ccc(C)c(NC(=O)c4ccc(-c5ccccc5[N+](=O)[O-])o4)c3)nc2c1,-8%
CC(C)N1CCN(c2ccc(OC[C@@H]3CO[C@@](Cn4cncn4)(c4ccc(Cl)cc4Cl)O3)cc2)CC1,8%[21.4 µM]
O=C1N=c2ccc(Br)cc2=C1c1sc(=O)[nH]c1O,-13%
O=Nc1c2nc3ccccc3n(O)c-2c2ccccc12,2%
Nc1nc2c(cnn2CCc2ccccc2)c2nc(-c3ccco3)nn12,-15%
CCCCn1c(=N)c(S(=O)(=O)c2ccc(Cl)cc2)cc2c(=O)n3cccc(C)c3nc21,-1%
C[C@H]1CCC[C@@]2(C)CCCC[C@]12O,-22%
CCOc1ccccc1-c1nc2c(C(C)(C)C)nn(C)c2c(=O)[nH]1,-1%
CC[C@H](C)[C@H](NC(=O)[C@H](Cc1ccc(O)cc1)NC(=O)[C@H](CCCNC(=N)N)NC(=O)[C@H](CCCNC(=N)N)NC(=O)[C@H](CC(C)C)NC(=O)[C@H](CC(=O)O)NC(=O)[C@H](C)NC(=O)[C@H](C)NC(=O)[C@H](Cc1ccc(O)cc1)NC(=O)[C@H](CCC(N)=O)NC(=O)[C@H](C)NC(=O)[C@H](CCSC)NC(=O)[C@H](CCC(N)=O)NC(=O)[C@H](CCC(=O)O)NC(=O)[C@@H]1CCCN1C(=O)[C@@H](NC(=O)[C@H](C)NC(=O)[C@H](CC(N)=O)NC(=O)[C@H](CC(=O)O)NC(=O)CNC(=O)[C@@H]1CCCN1C(=O)[C@H](Cc1ccc(O)cc1)NC(=O)[C@@H](NC(=O)[C@@H]1CCCN1C(=O)[C@H](CCC(=O)O)NC(=O)[C@H](CC(C)C)NC(=O)[C@@H]1CCCN1C(=O)[C@H](C)N)C(C)C)[C@@H](C)O)C(=O)N[C@@H](CC(N)=O)C(=O)N[C@@H](CCSC)C(=O)N[C@@H](CC(C)C)C(=O)N[C@H](C(=O)N[C@@H](CCCNC(=N)N)C(=O)N1CCC[C@H]1C(=O)N[C@@H](CCCNC(=N)N)C(=O)N[C@@H](Cc1ccc(O)cc1)C(N)=O)[C@@H](C)O,50%[activator]
C1CCN(c2nc(N3CCCC3)nc(N3CCNCC3)n2)C1,-8%
O=C(CN1C(=O)C2(SCC(=O)N2c2ccccc2)c2ccccc21)NCc1ccccc1 (stereo not drawn),-8%
O=C(Cc1ccccc1)Nc1ncnc2c1C(c1ccccc1)c1c(ccc3ccccc13)O2 (stereo not drawn),-10%
CCn1c(-c2ccc(F)cc2)cnc1SCC(=O)N1CCCCC1C (stereo not drawn),-3%
Cc1nc(SCc2nnc(-c3ccc(Cl)cc3)o2)c2c3c(sc2n1)CCC3,-6%
Cc1cccc(N=Nc2c(C)[nH]n(C(N)=S)c2=O)c1C,-1%
Cc1cc2c(n1-c1ccc(C(=O)O)cc1)CCCCC2,-29%
COc1cc2[nH]c(=S)nc(NC3CCCC3)c2cc1OC,-10%
COC(=O)c1ccc(/C=N/Nc2nc(-c3ccc(Cl)cc3Cl)cs2)cc1,-1%
Cc1ccc(C)c(N2CCN(C(=O)Cn3ncc4ccsc4c3=O)CC2)c1,-2%
NC(=O)N[C@H]1NC(=O)NC1=O,16%[21.4 µM]
CCCCOc1cccc(C2C(C(=O)c3ccc(C)o3)=C(O)C(=O)N2Cc2ccco2)c1 (stereo not drawn),-13%
COc1ccc(C2C(C(C)=O)=C(O)C(=O)N2CCN(C)C)cc1OC (stereo not drawn),-8%
Cc1ccc(C2=[N+]([O-])C3(CCCCC/C3=N\NC(N)=S)N(O)C2(C)C)o1 (stereo not drawn),-11%[0.501 µM]
Cc1ccc2c(C)nc(NC3=NCN(CCc4ccccc4)CN3)nc2c1,0%
COc1cc(NC(=O)c2c(C)nn(-c3ccc(F)cc3)c2-n2cccc2)cc(OC)c1,3%
COc1cc2oc(=O)cc(-c3ccc(-c4sccc4C=O)cc3)c2c(OC)c1OC,-2%
Cc1cc(C(=O)NCc2ccccc2Cl)c2c(C)nn(-c3ccccc3)c2n1,22%
COc1ccc(-n2c(NC(=O)c3ccc(Br)o3)c(C#N)c3nc4ccccc4nc32)cc1,-27%
CC(=O)[C@H]1[C@H](c2cccc(Cl)c2)C(C#N)(C#N)[C@@H]2c3ccccc3C=CN21,-4%
COc1cc(C)c(Cl)cc1S(=O)(=O)NCc1ccncc1,-8%
CC1CCc2c(sc3ncnc(SCC(=O)N4CCN(C(=O)c5ccco5)CC4)c23)C1 (stereo not drawn),-1%
CCOc1ccccc1NC(=O)CN1C(=O)CC(c2ccco2)Sc2ccccc21 (stereo not drawn),-10%
CSc1cccc(NC(=O)c2ccccn2)c1,-8%
CC(C)C(NS(=O)(=O)c1ccc(-c2ccc(Br)cc2)cc1)C(=O)O (stereo not drawn),0%
CCCCCCc1cc2cc(C(N)=O)c(=N)oc2cc1O,-27%

# Bioassay records from PubChem BioAssay.
